Screens as filed in PubChem BioAssay.
TNAP activators = human TNAP enzyme activators, primary screen, biochemical, luminescent, no phosphate acceptor, uHTS (AID 1001) | Alkaline phosphatase, tissue-nonspecific isozyme (Homo sapiens) | purified TNAP, luminescent activation assay, no phosphate acceptor; higher activation fold means a stronger effect | activation fold at 20 µM; hits with a dose series show EC50 in µM | 0.03% of 200,000 active; in the data active = activation fold from about 3, or a potency from the dose series; inactive = the rest, 99 in 100 with activation fold below about 1.6; also: many of its hits are not listed in these tables
b-catenin transl = modulators of beta-catenin nuclear translocation, primary screen, imaging, HeLa cells, immunofluorescence, high-content; 0.3% of 190,000 active; AID 1665, 2009; nuclear translocation activity, % at 5 µM;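 active = nuclear translocation activity above 50% at 5 µM, with a well cell count of 50 or more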;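 also: per-cell ratio of nuclear to cytoplasmic median beta-catenin stain intensity; plate controls were DMSO negative control for no effect and GSK-3 inhibitor IX positive control for full effect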
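Test system: human HeLa cells, endogenous beta-catenin. Times: 24 h compound exposure, 37°C. Measured by: beta-catenin immunofluorescence imaging with DAPI.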
Ins promoter up = insulin promoter activators in MIN6 cells, imaging, high-content screening, mouse beta cells; MIN6 insulin promoter-GFP reporter; hits give high values; z-score at 5 µM; 0.3% of 190,000 active; AID 1625, 2009;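 active = z-score above 3 at 5 µM with at least 500 cells counted in the well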
Lipid droplet = inhibitors of hepatocyte lipid droplet formation, primary screen, imaging, high-throughput imaging, BODIPY stain; 0.4% of 240,000 active; AML12 mouse hepatocytes, oleate lipid droplets; inhibition, % at 6.5 µM;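 active = lipid droplet intensity inhibited by at least 50%, with more than 500 cells counted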
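material = mouse AML12 hepatocyte cell line, fixed after treatment | also added = 100 µM oleic acid challenge | doses = compound at 6.5 µM only | schedule = overnight exposure | technique = Image-based BODIPY and DAPI two-channel analysis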
Autophagy mod = autophagy modulators in MEF cells, primary screen, imaging, high-content, MEF GFP-LC3; MEF GFP-LC3 puncta imaging; test concentration mostly 10 µM; calls only at 10 µM (by protocol); 0.98% of 190,000 active; AID 463193, 2010;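 active = percentage of spot-positive cells more than 3 SD above its plate mean, without a fluorescence outlier flag or 80% toxicity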;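 also: spot-positive cell cutoff set from DMSO-treated cells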
T cell HTS = modulators of CD8 T cell-vesicle binding, primary screen, mouse 2C CD8+ T cells, flow cytometry; 0.068% of 330,000 active; 2C CD8+ T cell-vesicle binding; hits give low values; calls only at 7 µM;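 active = response, share of CD8 T cells binding vesicles, and their 90th percentile fluorescence all below set limits, cut at about 80% in these data, passing the limit was not always enough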
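Benchmarks: naked versus QL9-loaded vesicles / Assay system: purified 2C TCR transgenic mouse naive CD8+ T cells / Technique: high-throughput flow cytometry with anti-B7-1 and anti-CD8 staining / Timing: Cell–vesicle co-incubation 1.5 h at 37 °C, staining 20 min on ice / Read-out: percent CD8+ FL2 mean versus row control / Probe or stimulus: QL9-loaded Drosophila micro-vesicles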
PMI inhibitors = inhibitors of human PMI, primary screen, biochemical, fluorescence intensity, coupled assay (AID 1209); Mannose-6-phosphate isomerase (Homo sapiens); purified PMI enzyme, coupled fluorescence intensity; higher % means a stronger effect; inhibition, % at 20 µM; hits with a dose series show IC50 in µM; 0.42% of 190,000 active;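 also: plate controls were DMSO vehicle for no effect and wells lacking substrate for full effect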
MT stabilize HCS = microtubule stabilizers in HeLa cells, primary screen, imaging, high-content imaging; HeLa tubulin immunostaining HCS, 24 h; share of cells brighter than vehicle mean+2SD; % tubulin-high responders, % at 10 µM; 0.83% of 200,000 active; AID 2205, 2009;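 active = plate Z-score above 3 for both tubulin-high and condensed-nucleus cell shares, with cell loss under 80%, at 10 µM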;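 also: anti alpha tubulin signal scored within the nucleus-defined area of each cell; some results filed as inactive read as strong as hits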
PMI inhibition = human PMI inhibitors, high substrate, primary screen, biochemical, fluorescence intensity, high mannose 6-phosphate (AID 1220) | recombinant PMI enzyme, coupled fluorescence intensity; higher % means a stronger effect | inhibition, % at 20 µM, or IC50 in µM where a hit was titrated | 0.66% of 190,000 active
Ins promoter up cell count = recorded beside Ins promoter up, whose call it bears; cell count; measured here: cytotoxicity, nuclei count;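 total cells summed across four imaged fields per well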
Lipid droplet cells 6.5 µM = recorded beside Lipid droplet, whose call it bears; cell count; measured here: cell count, cytotoxicity flag;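 cells counted across two imaged fields per well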
b-catenin transl cell count 5 µM = second read-out of b-catenin transl, no call of its own (marks repeat the call); cell count; measured here: cell count, cytotoxicity flag
T cell HTS vesicle-bound % = second read-out of T cell HTS, no call of its own (marks repeat the call); double positive events, %; measured here: CD8+ vesicle-bound cell fraction;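 binding gate set so that unloaded-vesicle control wells show 10% double positive cells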
MT stabilize HCS Hoechst-high % = second read-out of MT stabilize HCS, no call of its own (marks repeat the call); % Hoechst-high responders; measured here: nuclear condensation Hoechst responders;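 share of cells brighter than vehicle mean plus two SD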
MT stabilize HCS cytotoxicity % = further read-out of MT stabilize HCS, marked with its call; toxicity, %; measured here: cytotoxicity by cell density;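 0% = mean cell density of plate MIN control wells and 100% = no cells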
Autophagy mod cell loss 18 h = second read-out of Autophagy mod, no call of its own (marks repeat the call); toxicity, %; measured here: cell loss, nuclei count;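 cell loss after 18 h compound exposure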
* = called active by the depositor; i = inactive; x = no result given. Rule as the data show it, unless noted: active = inhibition above about 50%; inactive = the rest.

SMILES	TNAP activators	b-catenin transl	b-catenin transl cell count 5 µM	Ins promoter up	Ins promoter up cell count	Lipid droplet	Lipid droplet cells 6.5 µM	Autophagy mod	Autophagy mod cell loss 18 h	T cell HTS	T cell HTS vesicle-bound %	PMI inhibitors	MT stabilize HCS	MT stabilize HCS Hoechst-high %	MT stabilize HCS cytotoxicity %	PMI inhibition
O=C(CC1SC(=Nc2ccc3c(c2)OCCO3)NC1=O)Nc1ccc(F)cc1F (stereo not given)	x	-3.3	1158	-1.1	1425	-3	761	x	x	i	23	x	x	x	x	x
COc1ccc(OC)c(CN2CCCC(CCC(=O)N(C)CCc3ccccn3)C2)c1 (stereo not given)	1.1	-1.4	1127	0.83	1427	-34	714	i	12	i	16	5%	1.1	1.4	1.3	5%
Cc1ccccc1CSc1nc2ccccc2c(=O)[nH]1	1.1	-1.0	545	0.28	1231	12	608	i	9	i	38	-9%	2.4	2.4	5.7	-15%
CCOC(=O)c1nnc(-c2cccs2)nc1Oc1ccccc1C(=O)OC	1.1	x	x	-0.35	1005	-5	664	i	-7	i	40	5%	1.7	1.4	6.9	6%
Cc1ccc2cc(CN(CC3CCCO3)C(=S)Nc3ccccc3)c(=O)[nH]c2c1 (stereo not given)	1.1	64*	296*	-0.46	1219	-10	753	i	7	i	49	2%	16*	13*	47*	10%
Cc1ccc(-c2nc(C(=O)O)cs2)cc1	1.1	5.4	427	x	x	26	793	i	1	i	49	-22%	1.0	2.0	2.1	-21%
CC(=O)c1ccc(OC(C)C)c(Cc2c(O)nc(N)[nH]c2=O)c1	1.4	x	x	-0.03	1361	-10	710	i	-6	i	45	2%	2.5	1.8	0.8	-4%
Cc1[nH]n(-c2ccccc2)c(=O)c1-c1ccc(Cl)cc1	1.1	5.3	1058	x	x	5	838	i	2	i	41	-19%	1.0	2.0	5.6	-22%
CN1CCC2(CC1)Nc1nc(SCc3ccc(Cl)cc3)nn1C1=C2CN(C)CC1	1.1	0.0	961	-0.88	925	x	x	i	3	i	59	-14%	3.9	1.4	3.3	-2%
CC(C)=NNc1nc2c(c(=O)n(C)c(=O)n2C)n1CCc1ccccc1	1.1	0.2	1051	4.2*	1122*	18	700	i	-23	i	34	-20%	3.2	1.5	1.6	18%
COc1ccc(-c2csc(N(CC3CCCO3)C(=O)c3ccccc3)n2)cc1 (stereo not given)	1.1	-3.3	1112	-0.81	1340	1	704	i	2	i	62	1%	3.2	1.7	15	1%
O=C(CSc1nncs1)NCc1ccc2c(c1)OCO2	1.1	-0.5	828	0.59	1166	x	x	i	2	i	51	3%	3.8	1.9	5.7	8%

The closing six entries of the part before come first, to join the parts.
SMILES	TNAP activators	b-catenin transl	b-catenin transl cell count 5 µM	Ins promoter up	Ins promoter up cell count	Lipid droplet	Lipid droplet cells 6.5 µM	Autophagy mod	Autophagy mod cell loss 18 h	T cell HTS	T cell HTS vesicle-bound %	PMI inhibitors	MT stabilize HCS	MT stabilize HCS Hoechst-high %	MT stabilize HCS cytotoxicity %	PMI inhibition
CC(=O)c1ccc(OC(C)C)c(Cc2c(O)nc(N)[nH]c2=O)c1	1.4	x	x	-0.03	1361	-10	710	i	-6	i	45	2%	2.5	1.8	0.8	-4%
Cc1[nH]n(-c2ccccc2)c(=O)c1-c1ccc(Cl)cc1	1.1	5.3	1058	x	x	5	838	i	2	i	41	-19%	1.0	2.0	5.6	-22%
CN1CCC2(CC1)Nc1nc(SCc3ccc(Cl)cc3)nn1C1=C2CN(C)CC1	1.1	0.0	961	-0.88	925	x	x	i	3	i	59	-14%	3.9	1.4	3.3	-2%
CC(C)=NNc1nc2c(c(=O)n(C)c(=O)n2C)n1CCc1ccccc1	1.1	0.2	1051	4.2*	1122*	18	700	i	-23	i	34	-20%	3.2	1.5	1.6	18%
COc1ccc(-c2csc(N(CC3CCCO3)C(=O)c3ccccc3)n2)cc1 (stereo not given)	1.1	-3.3	1112	-0.81	1340	1	704	i	2	i	62	1%	3.2	1.7	15	1%
O=C(CSc1nncs1)NCc1ccc2c(c1)OCO2	1.1	-0.5	828	0.59	1166	x	x	i	2	i	51	3%	3.8	1.9	5.7	8%
CO/N=C/CC(=O)c1ccc(OC)cc1	1	-0.7	1502	1.1	1451	-2	736	i	18	i	55	2%	3.0	2.3	8.0	-3%
COc1ccc(C(Nc2ccc(S(=O)(=O)NCC3CCCO3)cc2)C(=O)NC(C)(C)C)cc1OC (stereo not given)	1.1	-0.9	1000	-0.04	1402	10	746	i	-13	i	52	12%	1.5	1.9	7.7	10%
Cn1nc(-c2ccccc2)c(CSc2ccccc2Cl)c1Cl	1.2	x	x	-0.12	947	8	790	i	16	i	6	4%	30	11	45	2%
C/C(CC(=O)N(C(C)C)C(C)C)=N\NC(=O)COc1ccc(Cl)cc1Cl	1.1	0.4	1039	-0.28	1264	2	793	i	6	i	27	2%	1.8	2.2	1.5	4%
CCCN(CC(=O)Nc1ccc(C(C)=O)cc1)CC(=O)Nc1ccccc1C	1	-0.2	1574	x	x	0	653	i	-12	i	54	-1%	3.5	1.4	8.5	49%
C=C(C)CNC(=O)CCc1nnc(C2(c3ccc(Cl)cc3)CCC2)o1	1.1	0.5	1051	-0.23	1433	-6	735	i	-4	i	53	-5%	2.2	4.8	7.7	-3%
CCN(CC)c1cc(C)c2cc(NC(=O)CNC(C)=O)ccc2n1	1.2	0.3	1426	-0.75	1482	x	x	i	-46	i	6	6%	3.1	1.4	10	8%
O=C1C=C(NCc2ccncc2)CC(c2ccccc2)C1 (stereo not given)	1.2	-2.4	1147	-0.25	972	x	x	i	43	i	28	0%	2.0	1.7	6.9	11%
Cc1ccc(OCc2nnc(SCc3nc4ccccc4[nH]3)n2Cc2ccco2)cc1	1.3	-1.7	1055	-1.2	506	x	x	i	16	i	34	12%	3.0	2.3	7.4	6%
CCCNC(=O)c1ccccc1NC(=O)CN(c1ccccc1)S(=O)(=O)N(C)C	1.1	-1.2	1214	0.71	1404	-7	690	i	26	i	56	8%	1.5	1.5	1.1	4%
COc1cc([N+](=O)[O-])c(OC)cc1SCc1n[nH]c(=S)n1-c1ccc(C)cc1	x	0.0	1315	0.21	1034	-2	739	x	x	i	28	x	x	x	x	x
CN(C)C(=O)CSc1nnc(Cc2ccccc2)n1Cc1ccco1	1	5.2	1057	x	x	-2	748	i	-1	i	50	-4%	3.4	1.6	4.4	-6%
CC(=O)[C@@H]1[C@@H]2C(=O)N(Cc3ccccc3)C(=O)[C@@H]2C2c3ccccc3C=CN21 (stereo not given in full)	1.1	-4.0	904	-0.22	1042	x	x	i	8	i	11	-21%	5.5	3.8	6.8	-23%
O=C(c1cnn2ccccc12)N1CCN(C2CCCCC2)CC1	1.1	x	x	0.2	855	x	x	i	-3	i	41	8%	2.5	3.7	9.6	12%
CCc1ccc(S(=O)(=O)c2nnn3c2nc(NCCNC(C)=O)c2ccccc23)cc1	1.1	-1.3	1111	1.7	1192	9	737	i	12	i	60	-1%	4.5	1.0	8.8	1%
O=C(O)CCC(=O)N1N=C(c2c(-c3ccccc3)c3cc(Cl)ccc3[nH]c2=O)CC1c1ccco1 (stereo not given)	1.2	x	x	-0.32	1399	12	663	i	-9	i	44	1%	2.0	1.7	1.2	-5%
COC(=O)Nc1cc([N+](=O)[O-])ccc1OC	1.1	-5.0	541	0.11	1464	1	668	i	-2	i	24	12%	3.8	2.6	11	16%
CCOC(=O)NC(Nc1cc(C)on1)(C(F)(F)F)C(F)(F)F	1	-2.2	1188	-0.15	1065	x	x	i	14	i	32	-14%	4.5	1.6	6.7	-4%
CCn1c(C)c(C(C)=O)c(NCc2ccccc2)nc1=S	1	-2.2	1134	2.4	1166	-5	706	i	-1	i	38	13%	2.9	1.0	6.4	9%
C/C(=N\NC(=O)c1ccc([N+](=O)[O-])c(C)c1)c1ccccc1Cl	1.1	-1.2	578	-0.02	1251	1	759	i	-9	i	62	8%	0.8	1.2	5.7	12%
c1cnc(N2CC[N+]3(CCCC3)CC2)nc1	1.1	-4.6	954	-0.43	1489	x	x	i	-16	i	20	-1%	2.3	1.1	3.3	4%
COc1ccc(NC(=O)CCOc2ccccc2)c(OC)c1	1.1	0.3	1420	-1.2	1479	x	x	i	-27	i	16	-2%	4.5	2.9	1.9	-4%
COC(=O)Cc1c(C)c2ccc(OCc3nn[nH]n3)c(C)c2oc1=O	1.1	-1.4	1065	0.68	780	32	815	i	1	i	14	-6%	3.1	2.0	6.5	-19%
O=C(NCCOc1ccccc1Cl)c1ncn[nH]1	1.1	1.1	1536	0.92	1538	-16	684	i	-5	i	52	x	3.3	2.0	8.5	x
CCNC(=S)Nc1ccc(NC(=O)c2ccccc2O)cc1	x	0.5	1310	-0.02	1085	-42	676	x	x	i	45	x	x	x	x	x
FC(F)(F)c1n[nH]c(=S)n1/N=C/c1ccco1	0.9	-3.3	1135	-0.05	1519	-9	652	i	2	i	47	-8%	2.2	2.8	4.4	-12%
COC(=O)CN(c1cc(OC)ccc1OC)S(=O)(=O)c1ccc(OC)c(OC)c1	1.1	-1.5	1185	-0.27	1329	-10	783	i	-3	i	25	4%	2.2	1.8	1.6	1%
COCCCNC(=O)C1CCN(C(=O)c2cc3sccc3n2Cc2ccc(F)cc2)CC1	1.1	x	x	-0.46	811	6	757	i	15	i	37	8%	2.0	2.4	14	10%
Cc1cccc(N=C2NC(=O)/C(=C/C=C/c3ccco3)S2)c1C	0.8	3.1	1057	0.48	1306	-7	574	i	-1	i	44	-38%	2.4	3.4	4.8	-45%

Random draw from the library; 2.9% or so of the library scored in one or more.
